# Source: PubChem BioAssay
# KKLEB cytotox: reduces viability of KKLEB cystic fibrosis airway cells | KKLEB CF airway cells viability, ATPlite luminescence, overnight; hits give low values; cells stimulated with P. aeruginosa culture filtrate | AID 602141 | activity change (cytotoxicity), % at 5 µM | 0.36% of 360,000 active;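 active = corrected activity change at or below -50% at 5 µM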
# TWEAK Fn14 block: blocks TWEAK-Fn14 interaction in a reporter cell assay | 2% of 360,000 active | inhibition, % at 10 µM | TWEAK-stimulated Fn14 reporter cells, luciferase luminescence, 8 h; in the data active = inhibition above about 50%
# TROY signal inh: inhibitors of TROY-dependent NF-kB signaling | 0.98% of 360,000 active | inhibition, % at 10 µM | AID 1347056 | Q293 LMP1-TROYcd NF-kB luciferase reporter, 4 h;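 active = compounds whose plate-normalised and pattern-corrected inhibition of the luciferase reporter signal at the single screening dose is 50% or more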
# EBV LMP1 NFkB: Epstein-Barr LMP1 NF-kappaB reporter inhibition; 0.69% of 350,000 active; LMP1-induced NF-kappaB luciferase reporter cells, luminescence; AID 504558; inhibition, % at 12.5 µM; in the data active = inhibition above about 41%;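 also: 0% = neutral control wells and 100% = reference inhibitor control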
# COUP-TFII inh: blocks human COUP-TFII nuclear receptor. P24468. HEK293T NGFI-A luciferase reporter, luminescence. inhibition, % at 8.6 µM. 0.7% of 370,000 active;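 active = inhibition above a per-plate cutoff, mean inhibition of test wells between control levels plus 3 SD, cut at about 38% in these data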;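 also: cells cotransfected with COUP-TFII expression vector driving the NGFI-A reporter; 0% = median of COUP-TF2 test wells and 100% = reporter-only cells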
# Target sequence (P24468 whole entry, looked up): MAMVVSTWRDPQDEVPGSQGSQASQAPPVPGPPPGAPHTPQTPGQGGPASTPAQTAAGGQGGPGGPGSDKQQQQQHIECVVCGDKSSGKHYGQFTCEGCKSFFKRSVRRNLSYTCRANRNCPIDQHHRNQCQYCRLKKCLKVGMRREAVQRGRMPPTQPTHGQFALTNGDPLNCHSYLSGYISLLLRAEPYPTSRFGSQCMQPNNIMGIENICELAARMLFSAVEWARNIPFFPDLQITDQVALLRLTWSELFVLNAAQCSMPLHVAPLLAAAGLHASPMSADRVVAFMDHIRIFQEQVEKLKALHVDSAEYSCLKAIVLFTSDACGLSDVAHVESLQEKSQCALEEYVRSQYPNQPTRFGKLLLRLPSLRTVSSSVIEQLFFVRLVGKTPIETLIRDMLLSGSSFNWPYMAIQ
# LRH-1 inv ag: suppresses constitutive activity of human LRH-1; HEK293T StAR-luciferase reporter, LRH-1 transfected, 24 h; inhibition, % at 3.6 µM; 0.13% of 360,000 active;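 active = inhibition above the mean inhibition of all tested compounds plus 3 SD, cut at about 73% in these data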;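 also: 0% = DMSO wells and 100% = reporter-only cells lacking LRH-1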
# Target sequence (O00482 whole entry, looked up): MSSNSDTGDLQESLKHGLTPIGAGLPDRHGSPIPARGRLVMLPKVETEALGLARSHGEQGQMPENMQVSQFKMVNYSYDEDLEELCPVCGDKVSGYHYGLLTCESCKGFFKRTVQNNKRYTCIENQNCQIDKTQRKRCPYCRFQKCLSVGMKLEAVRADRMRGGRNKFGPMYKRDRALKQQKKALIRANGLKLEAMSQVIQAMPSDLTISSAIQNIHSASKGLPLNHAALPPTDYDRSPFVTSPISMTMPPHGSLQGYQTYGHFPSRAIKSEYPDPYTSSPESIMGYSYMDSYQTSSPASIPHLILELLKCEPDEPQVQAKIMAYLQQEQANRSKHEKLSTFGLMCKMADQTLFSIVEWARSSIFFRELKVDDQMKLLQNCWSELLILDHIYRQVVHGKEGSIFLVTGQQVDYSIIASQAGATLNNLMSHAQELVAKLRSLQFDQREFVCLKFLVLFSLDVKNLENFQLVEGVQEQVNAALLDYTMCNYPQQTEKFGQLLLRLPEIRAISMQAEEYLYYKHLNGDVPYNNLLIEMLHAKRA
# Shn3 3UTR inh: inhibitors of Schnurri-3 3'UTR reporter in osteoblasts; inhibition, % at 12.5 µM; 0.52% of 360,000 active; Clone20 osteoblast Shn3 3'UTR firefly luciferase, 24 h;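 active = mean inhibition of at least 75% with every replicate also reaching 75%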;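 also: 0% = median of neutral control wells and 100% = pilot-screen positive control compound; some compounds past the cut are filed as inactive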
# NCOA1 inh: human NCOA1 inhibition | Q15788 | HEK293 GAL4-SRC1 luciferase reporter, luminescence | inhibition, % at 3.6 µM | 0.12% of 360,000 active;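 active = inhibition above the campaign mean plus 3 SD, with each screening campaign given its own cutoff, cut at about 60% in these data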;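 also: 0% = DMSO treated cells and 100% = gossypol at 36 µM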
# TRAIL sens C8: caspase-8 TRAIL sensitization; inhibition (viability loss, TRAIL sensitization), % at 10 µM; NB7+C8 cells + TRAIL, ATPlite viability luminescence; AID 624354; 1% of 360,000 active;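 active = compounds causing at least 50% loss of cell viability in the single-dose screen, relative to plate controls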
# NCOA3 inh: inhibitors of human steroid receptor coactivator 3 (SRC3); Q9Y6Q9; HEK293 GAL4-SRC3 luciferase reporter, luminescence; inhibition, % at 3.6 µM; 0.17% of 360,000 active;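 active = inhibition above a per-campaign cutoff, the mean of all compounds plus 3 SD, cut at about 60% in these data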;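 also: 0% = DMSO-treated cells and 100% = gossypol-treated cells at 36 µM; higher means less SRC3-driven luciferase light from the GAL4 reporter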
# CF NFkB inh: inhibitors of cystic fibrosis induced NF-kB | KKLEB NF-kB-GFP reporter, PAF-induced, GFP fluorescence overnight | inhibition, % at 5 µM | 0.86% of 360,000 active | AID 588850;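 active = at least 50% inhibition at 5 µM, scaled per plate between neutral and stimulator controls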;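 also: PAF is a Pseudomonas aeruginosa culture filtrate used as stimulus; plate controls were PAF-stimulated DMSO wells for no effect and unstimulated DMSO wells for full effect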
# The depositor's hits bear a star; / = no result given. The list is partial; rates above refer to the full screens.
SMILES,KKLEB cytotox,TWEAK Fn14 block,TROY signal inh,EBV LMP1 NFkB,COUP-TFII inh,LRH-1 inv ag,Shn3 3UTR inh,NCOA1 inh,TRAIL sens C8,NCOA3 inh,CF NFkB inh
CCCN(CCC)C(=O)NC1CC(=O)N(c2ccc(OC)cc2)C1 (stereo not given),10,15,0,3,-8,2,-6,-22,-1,9,-10
CC1(C)Cc2nc3sc4c(=O)n(CC(=O)NCc5ccccc5)cnc4c3cc2CO1,-27,14,-21,-7,-5,9,-36,-18,16,-9,21
O=C1CSC(c2cccc([N+](=O)[O-])c2)N1c1ccccc1 (stereo not given),4,5,15,5,6,12,19,-31,-4,11,-2
Cc1ccc(OCc2nnc(SCC(=O)Nc3sc(C)c(C)c3C#N)n2C)cc1,-15,52*,-16,-15,2,14,-19,-4,-1,5,3
N/C(=N\OC(=O)CCc1ccccc1)c1ccccc1Cl,-4,-40,-73,1,-33,-72,-27,-35,-6,-48,15
O=C(NCc1cccs1)c1ccccc1C(=O)NCc1cccs1,4,11,-6,-6,-1,9,-12,-14,-22,5,-3
COc1ccc2nc(SCC(=O)NCC3CCCO3)c(C#N)cc2c1 (stereo not given),-7,-15,-26,-8,-1,3,-24,-5,0,-14,11
CCOC(=O)c1ccc2nc(C)c3c(c2c1)OC(C)C3 (stereo not given),-3,-20,15,10,-11,-11,2,-8,-5,-3,-4
COc1ccc(S(=O)(=O)N(C)c2ccc(C(N)=O)cc2)cc1,10,-3,-3,0,-14,-25,-5,-3,-14,14,2
COc1cccc(CNc2nc(NCC3CC3)nc3ccsc23)c1OC,-5,18,25,/,59*,34,82*,6,18,21,-1
Cc1ccc(OCCOc2cccc(/C=N/NC(N)=O)c2)cc1,3,-7,-31,-1,-20,-80,-39,-55,-8,-37,-1
COc1ccc(CCN(C)C(=O)CNC(=O)c2ccc3c(c2)OCO3)cc1OC,-4,-4,0,0,9,2,12,4,9,11,20
CCCCOc1ccc(S(=O)(=O)NC(=O)C2(C)CCN2C(=O)Cc2ccccc2Cl)cc1 (stereo not given),-3,-1,-15,/,-2,2,-43,-2,-6,-2,-26
C[C@@H](C(=O)Nc1ccc2ccccc2c1)[C@H]1C[C@]1(C)[C@H](NC(=O)OCc1ccccc1)c1ccccc1,-6,8,6,1,-12,-21,36,-11,13,-19,5
CC(=O)CSc1nc2ccccc2o1,3,3,-29,33,-2,-41,-58,-42,-3,-16,4
COc1ccc(/C=N/N=C2/NC(=O)C(CC(=O)O)S2)cc1OCc1ccc(Cl)cc1Cl (stereo not given),-12,7,-1,-12,-5,5,-9,8,-14,5,14
O=C(c1ccc(F)cc1)N1CCN(c2ccc([N+](=O)[O-])c(N3CCCCC3)c2)CC1,5,-3,2,2,2,45,11,-5,1,4,8
CCC(=O)Oc1ccc(C2NC(=O)c3ccccc3O2)cc1OC (stereo not given),-4,-27,26,0,-9,11,-15,0,-8,-18,-3
COc1cc(/C=N/NC(N)=S)cc(Br)c1OCc1ccccc1F,32,64*,12,-49,52*,64,27,10,20,37,-17
O=S(=O)(NCc1ccc(F)cc1)c1ccc(-c2cnc(C3CC3)o2)cc1,-5,32,17,6,19,4,18,-9,-5,12,6
COc1ccc(Br)cc1CN1CCCC(C(=O)N2CCCCC2)C1 (stereo not given),10,-17,17,5,1,3,15,-7,5,5,6
Cc1c(CCOC(=O)c2cccc([N+](=O)[O-])c2)sc[n+]1CC(=O)c1ccccc1,-12,-12,5,-11,7,-14,-2,-1,-10,-6,27
Cc1ccccc1C(=O)Nc1ccc(-c2nc3ccc(C(=O)c4ccccc4)cc3[nH]2)cc1,-2,70*,/,1,-6,-23,53,7,-6,-14,-11
CC(=O)NC(c1ccccc1)c1nc(-c2ccc(S(C)(=O)=O)cc2)cs1 (stereo not given),-15,6,1,/,2,7,1,-1,9,9,-26
O=C(CCc1ccccc1)NNC(=O)c1cccc(F)c1,13,-6,-11,11,2,-6,6,-7,2,-5,-5
CCN(C(=O)COC(=O)c1c(C)noc1C)C1CCS(=O)(=O)C1 (stereo not given),7,-15,11,8,15,0,14,-1,-5,5,3
CCOc1ccccc1N(CC(=O)Nc1ccc(OC)cc1OC)S(=O)(=O)c1ccccc1,12,1,-16,-3,-3,-4,13,-7,21,7,6
Cc1cccc(N(C)S(=O)(=O)c2ccc3[nH]cc(C(=O)N4CCOCC4)c(=O)c3c2)c1,-4,-4,5,-11,-3,-11,-7,-1,-9,3,8
CC1CCCC(C)N1c1nnc(NC(=O)Cn2c(=O)oc3ccccc32)s1 (stereo not given),-1,2,-5,-1,-2,-5,1,7,-27,3,8
O=C(Cn1nc([N+](=O)[O-])nc1Br)NC(c1ccccc1)c1ccccc1,-9,16,-13,0,12,10,-8,14,5,14,7
O=C(Nc1ccccc1Cl)c1ccc(-n2cccn2)c([N+](=O)[O-])c1,3,-35,-1,4,-11,4,1,-3,-5,-1,-2
Cc1cccc(Cn2cnc3c(NS(C)(=O)=O)c(C)c(C)cc32)c1,15,-14,4,9,12,23,-2,16,-6,1,18
COc1ccc(N(CC(=O)Nc2cc(C)ccc2OC)S(=O)(=O)c2c(C)noc2C)cc1,0,14,10,-1,9,1,29,-11,4,9,1
CS(=O)(=O)NCC(c1ccco1)N1CCN(c2ccc(F)cc2)CC1 (stereo not given),5,-21,-11,7,-6,-3,-3,12,-3,-3,1
O=C(NCCc1ccccc1)c1ccc(Cl)c(S(=O)(=O)N2CCOCC2)c1,-5,-17,-46,0,-15,-5,-11,-24,-9,-9,2
CC1C(c2ccccc2)=[N+]([O-])C2(CCCC2)N1O (stereo not given),9,1,17,1,-9,6,-19,8,-8,11,-3
CCN(CC(=O)Nc1cc(Cl)ccc1C)C(=O)CCS(=O)(=O)c1ccc(Cl)cc1,-19,11,16,-6,-7,7,4,21,6,21,5
O=C(O)/C=C/c1ccc(-c2cccc(C(F)(F)F)c2)o1,11,-10,-26,8,25,8,12,-9,-3,0,3
COc1cc(C(=O)NCCCNc2ccc([N+](=O)[O-])cc2)cc(OC)c1OC,-5,0,8,-4,-6,-13,4,3,-11,8,0
CN(C)c1ccc(NC(=O)COC(=O)Cn2nnc3ccccc32)cc1,12,-25,-16,1,-22,5,-12,-2,-12,8,-2
CCCn1nc(-c2nnc(-c3ccc(C)c(C)c3)o2)c2ccccc2c1=O,2,8,3,-3,/,12,-6,-5,-10,9,-12
CCN(CCNC(=O)C1CCCN(S(=O)(=O)CC)C1)c1ccccc1 (stereo not given),-4,19,-10,-2,-3,-13,15,3,-11,7,6
Cc1cccc(NC(=O)Cn2c(=O)n(C)c3ccccc32)c1,0,6,-20,-4,6,-6,1,-2,-10,4,3
CC1CCN(C(=O)CCCl)c2ccccc21 (stereo not given),8,29,4,4,-4,21,8,-20,-5,-7,-20
COc1ccc(-c2csc(-c3cccs3)n2)c(OC)c1,-6,-4,-45,-76,-54,-80,-22,-88,20,-90,-14
CN(C)C=NC(=O)c1cn(-c2ccc(F)cc2)c(=O)c2ccccc12,3,6,11,6,28,-2,-5,-5,-2,6,4
CC(=O)Nc1ccc(NC(=O)Cn2c(=O)n(-c3ccc(F)cc3)c(=O)c3oc4ccccc4c32)cc1,-3,-13,2,1,17,-9,-13,-20,-10,7,-3
O=C(NC1CCCCC1)C(c1cccs1)N(CC1CCCO1)C(=O)c1csnn1 (stereo not given),-17,0,-4,2,-9,-2,8,-37,-5,-4,6
COc1cccc(NC(=O)CSc2nnc(-c3ccc(C)cc3)o2)c1,2,-17,-8,-40,-45,-82,-48,-79,14,-73,-34
Cc1c(/C(O)=C2/C(=O)C(=O)N(Cc3cccnc3)C2c2cccs2)cnn1-c1ccccc1 (stereo not given),-6,83*,85*,25,36,18,-7,22,6,10,-2
CCOC(=O)c1ccc(NC(=O)c2ccc3c(c2)OCO3)cc1,6,-6,-40,1,0,-41,-11,-47,9,-43,-16
Cc1ccc(NC(=O)CN2CCN(Cc3ccccc3)CC2)cc1Cl,-18,-4,-12,-1,-1,13,19,-10,4,12,4
COc1ccc(NC(=O)C(Br)C(C)C)cc1 (stereo not given),5,-6,-5,-4,-6,9,65,-11,1,-9,4
CCn1c(-c2ccc[nH]c2=O)nc2ccccc21,0,16,-21,5,-3,-6,-5,-10,-2,-1,-2
CCC(C)NC(=O)CS(=O)Cc1nc(-c2ccccc2C)oc1C (stereo not given),6,-3,1,-3,1,-15,-16,-17,-6,-13,6
O=C(Cc1ccc(-n2cccc2)cc1)N1CCN(c2ccccc2F)CC1,-2,-4,6,1,-4,-4,-7,-10,-12,4,17
O=C1c2ccccc2[C@@H]2C[C@@H](O)[C@H](Nc3ccccc3-c3ccccc3)CCN12,3,-21,0,-7,-16,6,-9,-8,-4,-13,18
CCOC(=O)C1=CCC(c2cccn2C(=O)OC(C)(C)C)N(S(=O)(=O)c2ccc(C)cc2)C1 (stereo not given),2,7,10,/,8,10,-3,7,-6,18,25
CN(C)CC(C)(C)CNS(=O)(=O)c1cccc2nsnc12,8,19,8,8,2,8,12,7,-6,16,9
O=C(COC(=O)c1cc(Cl)ccc1[N+](=O)[O-])Nc1cccc2ccccc12,7,-16,-7,8,9,3,14,6,16,4,12

# Three neighbouring records from above, quoted:
SMILES,KKLEB cytotox,TWEAK Fn14 block,TROY signal inh,EBV LMP1 NFkB,COUP-TFII inh,LRH-1 inv ag,Shn3 3UTR inh,NCOA1 inh,TRAIL sens C8,NCOA3 inh,CF NFkB inh
CCCn1nc(-c2nnc(-c3ccc(C)c(C)c3)o2)c2ccccc2c1=O,2,8,3,-3,/,12,-6,-5,-10,9,-12
CCN(CCNC(=O)C1CCCN(S(=O)(=O)CC)C1)c1ccccc1 (stereo not given),-4,19,-10,-2,-3,-13,15,3,-11,7,6
Cc1cccc(NC(=O)Cn2c(=O)n(C)c3ccccc32)c1,0,6,-20,-4,6,-6,1,-2,-10,4,3

# (next part)
SMILES,KKLEB cytotox,TWEAK Fn14 block,TROY signal inh,EBV LMP1 NFkB,COUP-TFII inh,LRH-1 inv ag,Shn3 3UTR inh,NCOA1 inh,TRAIL sens C8,NCOA3 inh,CF NFkB inh
COc1cccc(CN(C(=O)c2cc3ccccc3oc2=O)C2CC2)c1,7,-13,-78,-12,-16,-90,-21,-50,5,-46,-1
CCOC(=O)N1CCN(S(=O)(=O)c2cc([N+](=O)[O-])ccc2C)CC1,4,5,-2,-14,-6,-7,10,14,-9,7,4
C=CCN1C(=O)C2C(C(=O)NC3CCCC3)C3C=CC2(O3)C1C(=O)NC1CCCC1 (stereo not given),6,-1,1,-1,-8,-13,8,4,11,4,-3
COC(=O)C1(Cc2ccc(O)cc2)OC(=O)C(O)=C1c1ccc(O)cc1 (stereo not given),9,-3,-14,1,-6,-1,3,2,-10,-8,-19
CCN(CC)C(=O)COc1cc(C)c(Cl)c(C)c1,10,1,6,-8,1,-5,14,-4,5,10,-11
COc1ccc(CCNC(=O)C2CCN(c3nn4c(=O)cc(C)nc4s3)CC2)cc1OC,-18,1,-8,5,-5,5,2,-3,0,-15,18
CSc1ccccc1C(=O)C1CCCN(Cc2c(C)n(C)n(-c3ccccc3)c2=O)C1 (stereo not given),16,1,0,2,17,17,16,0,1,18,-16
